PfHsp40 yeast = restores yeast growth despite PfHsp40 toxicity. 340,000 tested, 0.68% active. AID 504582. growth rescue, % at 12.5 µM. S. cerevisiae expressing PfHsp40, growth rescue, ATP luminescence; in the data active = growth rescue above about 28%, passing the limit was not always enough;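 also: yeast W303a lacking pdr1 and pdr3 grown in galactose medium; growth measured after three days at 30 °C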
Yp Topo-I inh = Y. pestis Topo-I inhibition via cleavage products; Y. pestis Topo-I cleavage product accumulation, plate reader; activity, % at 10 µM; 360,000 tested, 0.064% active; AID 504884; in the data active = activity above about 50%, passing the limit was not always enough; also: inactives centre near 2
TcdB inh = TcdB glycohydrolase inhibition. AID 652162. TcdB glycohydrolase enzymatic assay, plate reader. 350,000 tested, 0.24% active. P18177. inhibition, % at 9.99 µM; in the data active = inhibition above about 10%
BoNT F protease = inhibitors of Botulinum neurotoxin F light chain protease; inhibition, % at 10 µM; 360,000 tested, 0.22% active; Multiplex microsphere protease cleavage assay, flow cytometry; in the data active = inhibition above about 35%, passing the limit was not always enough; also: plate controls were buffer without enzyme for full effect and enzyme alone for no effect
FadD28 FP inh = M. tuberculosis FadD28 bisubstrate binding inhibition; 360,000 tested, 0.22% active; FadD28 bisubstrate probe binding, fluorescence polarization; inhibition, % at 12.5 µM; AID 588549; in the data active = inhibition above about 8.5%, passing the limit was not always enough
Anthrax LF prot = blocks Bacillus anthracis lethal factor protease; P15917; multiplex microsphere protease cleavage assay, LF; inhibition, % at 10 µM; 360,000 tested, 0.12% active; AID 588501; also: plate controls were buffer without enzyme for full effect and enzyme alone for no effect
Target sequence (P15917 whole entry, looked up): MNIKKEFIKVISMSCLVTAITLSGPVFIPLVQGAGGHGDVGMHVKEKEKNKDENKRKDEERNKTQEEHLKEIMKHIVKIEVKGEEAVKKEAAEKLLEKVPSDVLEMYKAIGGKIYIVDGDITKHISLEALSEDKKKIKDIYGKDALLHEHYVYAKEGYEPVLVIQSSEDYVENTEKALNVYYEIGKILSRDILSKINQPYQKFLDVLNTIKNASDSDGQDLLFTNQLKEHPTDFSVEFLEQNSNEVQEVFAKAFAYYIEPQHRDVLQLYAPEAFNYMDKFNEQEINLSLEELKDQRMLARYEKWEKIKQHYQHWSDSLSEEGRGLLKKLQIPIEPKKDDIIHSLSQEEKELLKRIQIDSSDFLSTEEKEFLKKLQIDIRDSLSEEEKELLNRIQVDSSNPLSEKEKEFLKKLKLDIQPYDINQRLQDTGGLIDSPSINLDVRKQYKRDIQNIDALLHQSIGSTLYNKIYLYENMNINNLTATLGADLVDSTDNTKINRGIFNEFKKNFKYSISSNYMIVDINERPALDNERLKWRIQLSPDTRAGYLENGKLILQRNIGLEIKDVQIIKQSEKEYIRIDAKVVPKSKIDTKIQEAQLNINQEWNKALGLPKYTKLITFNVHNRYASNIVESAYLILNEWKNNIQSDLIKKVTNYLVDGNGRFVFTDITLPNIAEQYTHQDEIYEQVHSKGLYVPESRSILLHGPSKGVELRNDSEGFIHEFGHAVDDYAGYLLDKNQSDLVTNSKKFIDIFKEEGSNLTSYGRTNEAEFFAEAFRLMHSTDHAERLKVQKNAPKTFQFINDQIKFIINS
CCHFV vOTU inh = blocks the CCHF virus ovarian tumor domain protease; CCHFV vOTU protease, Pep-AMC fluorescence; inhibition, % at 11.5 µM; 370,000 tested, 0.55% active; in the data active = inhibition above about 30%; also: 0% = vehicle wells with enzyme and 100% = no enzyme wells
PrPC TRFRET = cell surface PrPC inhibition, primary TR-FRET screen | inhibition, % at 13.8 µM | P04156 | TR-FRET read-out | AID 720596 | 370,000 tested, 0.43% active; in the data active = inhibition above about 24%; also: 0% = median of the test wells and 100% = reference compound wells
BoNT A protease = BoNT A light chain protease inhibition. multiplex microsphere protease substrate cleavage, flow cytometry. 360,000 tested, 0.17% active. inhibition, % at 10 µM; also: plate controls were buffer without enzyme for full effect and enzyme alone for no effect
Numbers without * were called inactive; nt = not tested or not shown; & = joins results of further samples. Rule as the data show it, unless noted: active = inhibition above about 30%; inconclusive = no clear call, values can overlap the other calls; inactive = below that. Rows are unselected; any-hit rate near 2.3%.

SMILES	PfHsp40 yeast	Yp Topo-I inh	TcdB inh	BoNT F protease	FadD28 FP inh	Anthrax LF prot	CCHFV vOTU inh	PrPC TRFRET	BoNT A protease
CC1(C)c2cc(Cl)ccc2-n2c1cc(O)c(-c1ccccc1)c2=O	16	9	0.0	nt	-1.2	nt	-6	5	nt
Cc1c(N)cc(N)cc1C(=O)O	0.7	1	-1.0	-7	0.3	-6	2	-1	-1.2
COCCC(=O)N1CCC(C(=O)Nc2ccc(Oc3ccccc3)nc2)CC1	-0.4	13	1.0	0	-0.3	2	0	5	-0.2
CCOc1ccc(S(=O)(=O)Nc2cccc(C(=O)N(C)CC(=O)Nc3ccc(OC)cc3)c2)cc1	0.3	16	0.4	-3	-1.8	2	-1	6	-0.7
Nc1nc(Cl)cc(Oc2ccc([N+](=O)[O-])cc2)n1	0.4	-7	0.6	8	nt	-9	-4	-18	0.3
N=C1C(c2nc3ccccc3[nH]2)=C(O)CN1c1ccc(F)cc1	-1.0	-4	nt	-5	0.3	-4	3	3	0.2
Cc1ccccc1-c1nc(CS(=O)(=O)CC(=O)N2CCCCC2)c(C)o1	1.7	13	0.9	0	-3.3	-1	3	-10	0.8
NS(=O)(=O)c1ccc(CCNC(=O)CN2CCN(c3ccccc3O)CC2)cc1	-0.9	-5	-1.3	-4	-1.7	-4	-3	8	-1.0
Fc1ccc(CN2CCN(c3ncnc4scc(-c5ccccc5)c34)CC2)cc1	-1.2	-9	2.6	7	nt	-6	2	1	-0.9
COc1ccc2occ(C(=O)c3cccs3)c2c1	-0.7	-2	nt	-6	-9.0	-3	9	0	-1.9
CC1(C)C(=O)OC(/C=C\c2cccc([N+](=O)[O-])c2)C(C)(C)C1=O (configuration not stated)	-0.8	-11	0.3	0	-1.9	2	-8	-2	-0.7
C/C(=N\NC(=O)c1cccc(S(=O)(=O)N2CCCC2)c1)c1ccc(F)cc1	-1.7	5	0.7	5	-0.3	1	-12	1	-1.0
Cc1cccnc1NC(=O)c1cccc(NC(=O)CC2SC(N3CCCCC3)=NC2=O)c1 (configuration not stated)	-1.7	7	-2.7	0	-0.6	2	4	6	-0.3
COc1ccc(C2C(C(=O)Nc3cc(C)on3)c3ccccc3C(=O)N2C)cc1 (configuration not stated)	-0.1	9	nt	-2	0.1	9	-12	-6	-0.5
COC(=O)c1ccc(NC(=O)Cn2nnc(-c3cccs3)n2)cc1	0.0	-8	1.2	-1	-3.1	-2	0	7	0.0
CN(C)S(=O)(=O)c1ccc(NC(=O)N2CCN(c3cccc(C(F)(F)F)c3)CC2)cc1	1.2	11	nt	-6	-4.1	-6	-5	0	-0.1
O=c1onc(-c2ccccc2)c2ccccc12	-1.0	4	1.4	20	0.3	-2	-8	2	-1.8
Cc1c(NC(=O)c2cc(Br)ccc2Cl)cccc1-n1cnnn1	-0.9	-7	0.2	-7	-0.1	2	-4	1	0.6
O=C(O)C1CCCCC1C(=O)Nc1ccc2c(c1)OCCO2 (configuration not stated)	-1.9	-6	nt	-3	0.8	-3	11	5	0.9
Fc1ccc(Cn2nnnc2CN2CCC(n3nnc4cc(C(F)(F)F)ccc43)CC2)cc1	0.4	9	1.3	-7	-1.4	3	6	1	-0.2
Cc1ncoc1C(=O)N1CCCC(N2CCN(c3ccccc3F)CC2)C1 (configuration not stated)	0.4	0	0.3	21	-0.8	8	6	0	5.3
COc1ccccc1CN(Cc1nc2ccccc2c(=O)[nH]1)S(=O)(=O)c1ccc(C)cc1	-0.2	-5	0.7	-3	nt	-1	9	1	0.1
CCN(CC)CCCCCOc1ccccc1OC	-0.8	5	0.6	-1	-0.8	-4	0	-4	-0.5
COc1ccc(Cn2nnnc2CN2CCN(c3ccc(OC)cc3)CC2)cc1	-0.9	27	-2.2	-3	-4.8	1	12	3	-1.7
CCOc1ccccc1CNS(=O)(=O)c1ccc2c(c1)C(C)(C)C(=O)N2C	-0.9	-5	2.4	3	-1.9	1	-11	12	1.0
CCOc1cccc(-c2cc(=O)[nH][nH]2)c1	2.0	-3	nt	-1	-1.5	-7	-11	4	0.6
CCOc1ccccc1N=C1SCC(C)N1C(=O)C1CCN(c2ncnc3sc(C)c(C)c23)CC1 (configuration not stated)	1.1	19	1.7	-19	-1.5	-5	0	40*	-1.1
CC(=O)Nn1c(C)nnc1-n1nc(C)cc1C	-1.0	1	nt	0	-4.0	1	2	-2	-0.4
COC(=O)c1cc(N=CC2=C(O)CC(C)(C)CC2=O)cc(C(=O)OC)c1	-0.3	-1	-0.3	1	-1.8	1	-7	3	0.4
C(=C\c1ccccc1)/CN1CCN(C(c2nnnn2-c2ccc3c(c2)OCCO3)C2CC2)CC1 (configuration not stated)	nt	nt	4.4	-14	0.1	-5	-4	-11	-0.2
Cc1ccc(S(=O)(=O)NCc2nnc(SCC(=O)Nc3cccc(C)c3C)n2C)cc1	-0.9	9	0.5	-1	-2.4	0	3	4	-0.7
O=C(NCCN1CCN(c2ccccc2)CC1)C1CCCN(S(=O)(=O)c2cnc[nH]2)C1 (configuration not stated)	-0.2	-5	nt	-6	-2.0	-1	nt	nt	1.1
CCCCC(=O)C1C(=O)NC(=O)NC1=O	1.2	5	nt	3	-4.2	-3	-4	-2	2.1
CCOC(=O)c1ccc(NC(=O)c2nc[nH]c2C(=O)NC[C@H](C)O)cc1	nt	2	1.1	-6	-3.1	-10	6	4	-0.4
COc1ccccc1N1CCN(C(=O)CN(C)S(=O)(=O)c2ccc(C)cc2)CC1	nt	23	1.0	-2	-3.1	1	-7	3	-0.3
O=C(NCc1ccc(F)cc1)c1ccc(Cl)c(NC2=NC3CS(=O)(=O)CC3S2)c1 (configuration not stated)	0.3	-5	-0.8	-6	0.2	1	5	-4	0.1
COc1ccc(CC(=O)N[C@@H](C)C(=O)N2CCC3(CC2)NCCc2[nH]cnc23)cc1	-0.3	1	-0.6	-3	-2.9	1	8	7	0.6
CCC(=O)CN(Cc1cc(OC)ccc1OC)S(=O)(=O)c1ccccc1Br	-1.0	1	0.8	0	-3.4	-4	5	9	-0.3
O=c1[nH]cnc2ccc([N+](=O)[O-])cc12	-1.3	2	0.4	2	-1.0	1	9	-34	0.9
CC(SCc1ccccc1)C(=O)Nc1ccccc1-c1ccccc1 (configuration not stated)	0.5	22	0.6	-2	-0.9	-1	-8	8	0.8
CCc1ccc2oc(-c3cc(N)ccc3Cl)nc2c1	0.0	2	14*	12	-3.5	-2	14	7	0.1
Cc1sc2ncnc(OCC(=O)N3CCN(S(=O)(=O)c4ccc(Cl)cc4)CC3)c2c1C	-0.1	14	nt	-3	-2.3	-2	-1	3	-0.2
COc1ccc(CC(=O)N2CCN=C2SC)cc1OC	0.4	-2	-0.2	-20	-2.7	-4	4	2	-7.0
O=C(O)c1ccc(OCCN2CCCC2=O)cc1	-0.1	1	0.6	-279	0.4	-35	18	5	-51
O=C(NCc1ccc2c(c1)OCO2)c1[nH]c(C(F)(F)F)nc1-c1ccccc1	nt	nt	1.7	3	-0.4	-6	-3	1	-0.4
CN(C)S(=O)(=O)c1ccc2c(c1)C(=NO)c1cc(S(=O)(=O)N(C)C)ccc1-2	-1.5	4	-1.0	-2	-6.3	4	-7	-9	-1.4
CC(=O)NC(Cc1ccccc1F)C(=O)NC1CCN(C(=O)NCc2ccccc2)CC1 (configuration not stated)	-0.9	3	0.8	24	0.1	-9	4	-5	-1.8
O=S(=O)(/C=C/c1ccccc1)NCCc1ccccn1	-2.0	8	nt	-3	-0.5	3	-4	-2	0.3
COc1cc(C(=O)N2CCCC(c3cc(C(=O)NCc4ccc(F)cc4)no3)C2)cc(OC)c1C (configuration not stated)	nt	15	0.6	2	-1.3	3	8	9	0.3
CCCCNC(=O)Cn1c(=O)n(C)c2ccccc21	0.7	0	1.0	-14	-1.4	-8	0	-2	-0.1
O=[N+]([O-])c1cc(S(=O)(=O)Oc2ccccc2)ccc1Cl	1.2	3	1.7	2	-2.0	-3	2	-5	0.2
CN(CCC#N)C(=O)c1ccc(CNS(=O)(=O)c2ccc(F)cc2)cc1	0.4	-5	nt	-13	-3.3	-3	17	4	-0.2
COc1cc2c(cc1OC)C(c1ccc(C)cc1)NC(=O)C2 (configuration not stated)	4.7	3	-4.5	10	-5.0	1	2	2	-2.0
O=C(N1CCN=C1SCc1cccnc1)C12CC3CC(CC(C3)C1)C2	-0.9	3	nt	-10	2.3	-2	8	21	-0.4
NNC(=O)CN1C(c2ccc(Cl)cc2)=Nc2ccc(Br)cc2C1c1ccccc1 (configuration not stated)	0.5	0	nt	-6	-3.6	-7	1	0	-1.6
CN(C)c1ccc(N=Nc2ccccc2C(=O)OCC(=O)NC2CCCC2)cc1	1.6	-9	nt	-24	0.5	-2	10	-3	0.1
O=C(CSc1n[nH]c(=O)[nH]c1=O)NCC1CCCCC1	-2.2	0	0.7	-5	-1.0	-4	10	8	-0.9
O=S1(=O)CCOC[C@H](c2ccccc2)N1Cc1ccccc1	2.5	9	-0.6	-6	-2.5	-13	3	0	-0.4
CCOC(=O)c1[nH]c2ccc(F)cc2c1NC(=O)c1ccccc1C(=O)O	0.4	5	-0.7	11	-3.3	0	-53	-1	0.5
O=C(Nc1ccccc1OC(F)F)C1CC(=O)N(Cc2ccccc2)C1 (configuration not stated)	1.7	2	1.9	-11	-1.6	-1	-9	1	-0.8

Reprinted at random: 7 compounds from above, in no set order.
SMILES	PfHsp40 yeast	Yp Topo-I inh	TcdB inh	BoNT F protease	FadD28 FP inh	Anthrax LF prot	CCHFV vOTU inh	PrPC TRFRET	BoNT A protease
COc1cc2c(cc1OC)C(c1ccc(C)cc1)NC(=O)C2 (configuration not stated)	4.7	3	-4.5	10	-5.0	1	2	2	-2.0
CN(CCC#N)C(=O)c1ccc(CNS(=O)(=O)c2ccc(F)cc2)cc1	0.4	-5	nt	-13	-3.3	-3	17	4	-0.2
O=[N+]([O-])c1cc(S(=O)(=O)Oc2ccccc2)ccc1Cl	1.2	3	1.7	2	-2.0	-3	2	-5	0.2
CN(C)c1ccc(N=Nc2ccccc2C(=O)OCC(=O)NC2CCCC2)cc1	1.6	-9	nt	-24	0.5	-2	10	-3	0.1
O=C(CSc1n[nH]c(=O)[nH]c1=O)NCC1CCCCC1	-2.2	0	0.7	-5	-1.0	-4	10	8	-0.9
O=C(Nc1ccccc1OC(F)F)C1CC(=O)N(Cc2ccccc2)C1 (configuration not stated)	1.7	2	1.9	-11	-1.6	-1	-9	1	-0.8
O=S1(=O)CCOC[C@H](c2ccccc2)N1Cc1ccccc1	2.5	9	-0.6	-6	-2.5	-13	3	0	-0.4

2 consecutive entries out of the list so far:
SMILES	PfHsp40 yeast	Yp Topo-I inh	TcdB inh	BoNT F protease	FadD28 FP inh	Anthrax LF prot	CCHFV vOTU inh	PrPC TRFRET	BoNT A protease
CCOC(=O)c1[nH]c2ccc(F)cc2c1NC(=O)c1ccccc1C(=O)O	0.4	5	-0.7	11	-3.3	0	-53	-1	0.5
O=C(Nc1ccccc1OC(F)F)C1CC(=O)N(Cc2ccccc2)C1 (configuration not stated)	1.7	2	1.9	-11	-1.6	-1	-9	1	-0.8

Remaining list, next part
SMILES	PfHsp40 yeast	Yp Topo-I inh	TcdB inh	BoNT F protease	FadD28 FP inh	Anthrax LF prot	CCHFV vOTU inh	PrPC TRFRET	BoNT A protease
COc1ccc2c(c1OC)c(=O)n1c3ccc(OC(C)C(=O)NCCCN4CCOCC4)cc3c3ccnc2c31 (configuration not stated)	-0.4	1	nt	-4	-5.4	3	nt	nt	-0.1
CCOC(=O)C1=C(C)NC(C)=C(C(=O)OCC)C1C(=O)OCC(=O)N1CCCCC1CC (configuration not stated)	0.2	12&16	0.1	-1&-2	-1.5&-2.7	4&2	-1&-12	-2&4	0.1&0.1
CC1CCCC(C)N1C(=O)CSc1ccc(-c2ccc3c(c2)OCCO3)nn1 (configuration not stated)	0.3	13	1.0	4	-2.3	-3	12	-6	-0.8
O=C(c1ccc(Cl)c(S(=O)(=O)N2CCCC2)c1)N1CCCCC1	-0.6	11	-0.9	-1	-1.5	6	-10	6	2.2
Cc1ccccc1-n1c(=O)c2ccccc2n2nnnc12	0.5	4	nt	2	-3.5	1	-2	-3	0.1
C/C(=N\NC(=O)CNC(=O)C1COc2ccccc2O1)c1ccc(Cl)cc1 (configuration not stated)	0.0	-2	1.2	-15	-2.0	-15	2	1	-1.3
Cc1ccc(S(=O)(=O)N2CCOCC2)cc1C(=O)NC1CCN(Cc2ccccc2)CC1	-1.1	0	0.5	6	-0.6	-10	9	7	0.0
CCOC(=O)C1(Cc2cccc(Cl)c2)CCCN(C(=O)c2cccc(C)n2)C1 (configuration not stated)	-0.6	24	2.0	-5	-2.1	-5	8	-1	0.7

Compound activity from PubChem.
